# Screens: PubChem BioAssay, National Center for Advancing Translational Sciences (NCATS)
# HepG2 tox = counter-screen for TGF-b inhibitors: cytotoxicity in HepG2 cells; HepG2 CAGA-GFP viability, ATP luminescence, 18 h; Potency, µM (top dose mostly 46.1 µM), without a hit: at the top dose activity change, negative = cytotoxicity, hits mostly cytotoxic; 410,000 tested, 0.76% active; also: potency is read from the fitted curve at half-maximal effect; some results filed as inactive show a strong effect at the top dose
#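 HepG2 CAGA-GFP cells (1000/well, DMEM with 1% FBS) received compound, then TGF-beta at 500 pg/mL final, and were incubated 18 hours at 37 degrees C. Viability was read by CellTiter-Glo luminescence. Media-only wells were set as complete cell-killing and DMSO as no toxicity.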
# IL1B secr inh = inflammasome signaling inhibition, IL-1 beta readout | activity change, % at 57.5 µM | 360,000 tested, 4.7% active | THP-1 LPS/ATP IL-1B secretion, AlphaLISA, 16 h; stronger effect = lower value; in the data active = activity change below about -50%; inconclusive = mostly about -30% to -49%; also: % is scaled to controls: 0 for no effect and ±100 for the full control effect
#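 Secreted IL-1B measured by AlphaLISA bead assay after 16 h compound exposure of THP-1 cells; compounds (final up to 57.5 uM) added 1 h before LPS (250 ng/mL) and ATP (1.25 mM) stimulation; lower signal means less secretion.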
# Nrf2 inh = Nrf2 pathway inhibition; A549 ARE-Fluc reporter, luciferase luminescence, 18-24 h; Potency, µM (titrated, usually from 46 µM), without a hit: at the top dose activity change, negative = inhibition, most hits filed as inhibitors; 360,000 tested, 2.1% active; also: potency is read from the fitted curve at half-maximal effect; % is scaled to controls: 0 for no effect and ±100 for the full control effect; nearly all actives have a fitted effect of over 60% in size
#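 Reporter: ARE-Fluc in A549. Exposure: 18-24 h, 37 °C, 5% CO2, 5% FBS OPTI-MEM. Readouts: fluorescent cytotoxicity (CellTiter-Fluor), then luminescent Nrf2 signal after BugLite.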
# Nrf2 activator = activators of Nrf2 (ARE) signaling. AREc32 ARE-luciferase reporter (MCF7-derived line), luminescence, 24 h. Potency, µM (highest dose often 46.1 µM), for the others: top-dose activation, usual class: activators. 410,000 tested, 0.31% active. AID 624171; also: potency is read from the fitted curve at half-maximal effect; % of control where 0% means no effect; nearly all actives have a fitted effect of over 65% in size
#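 Luciferase luminescence (Steady-Glo, 30 min at room temperature) served as the read-out of ARE activation in AREc32 cells treated with compounds for 24 hr at 37 deg C.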
# A549 tox = kills or reduces viability of A549 cells in Nrf2 counter-screen; A549 ARE-Fluc cells, CellTiter-Fluor viability, 18-24 h; Potency, µM (highest dose often 46 µM), for inactives: at the top dose activity change, negative = cytotoxicity, actives largely listed as inhibitors; 390,000 tested, 0.16% active; also: potency is read from the fitted curve at half-maximal effect; % is scaled to controls: 0 for no effect and ±100 for the full control effect
#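 A549 ARE_Fluc cells in 5% FBS OPTI-MEM were exposed to compounds in concentration-response for 18-24 h at 37 deg C. Viability was read by CellTiter-Fluor fluorescence (Ex 405/Em 525) after 30 min, before the luciferase read.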
# TGFb inhibitor = TGF-b pathway inhibition; Potency, µM (doses to about 46.1 µM), without a hit: at the top dose activity, negative = inhibition, actives largely listed as inhibitors; HepG2 CAGA-GFP TGF-b/SMAD3 reporter, GFP fluorescence, 18 h; TGF-beta stimulated, 500 pg/mL final; AID 588855; 410,000 tested, 1.2% active; also: potency is read from the fitted curve at half-maximal effect; % is scaled to controls: 0 for no effect and ±100 for the full control effect; nearly all actives have a fitted effect of over 65% in size
#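 Read-out: total well GFP (ex488/em500-530) summed from mean per-cell fluorescence. Cells: HEPG2 CAGA-GFP, 1% FBS DMEM, 18 h at 37 degrees C with 500 pg/mL final TGF-beta. Unstimulated wells served as the full-inhibition control; stimulated DMSO wells = 0%.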
# MCF10A rereplic = inducers of DNA re-replication in MCF 10A breast cells | MCF 10A DNA re-replication, Hoechst nuclear intensity, 48 h | Potency, µM (series often up to 46.1 µM), for inactives: at the top dose activity, positive = re-replication, actives largely listed as activators | 350,000 tested, 2.9% active; also: potency is read from the fitted curve at half-maximal effect; % of control where 0% means no effect; nearly all actives have a fitted effect of over 50% in size
# ATXN2 expr inh = ATXN2 expression inhibition; Potency, µM (series often up to 57 µM), inactives show at the highest dose activity change, negative = inhibition, actives largely listed as inhibitors; 360,000 tested, 0.72% active; HEK-293 ATXN2-luciferase reporter, luminescence, 24 h; AID 1745845; also: potency is read from the fitted curve at half-maximal effect; % is scaled to controls: 0 for no effect and ±100 for the full control effect; nearly all actives have a fitted effect of over 55% in size
#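 qHTS (up to 57 uM final) was run with 24 h compound exposure of reporter cells at 37 °C. Each well was multiplexed: SteadyGlo luminescence measured ATXN2-luciferase expression after a fluorogenic Gly-Phe-AFC viability readout (25 uM final).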
# S2 tox = viability counter-screen for ATXN expression inhibitors | S2 cells (HEK-293 line with an ATXN2-luciferase reporter) viability, CellTiter-Fluor protease fluorescence, 24 h | Potency, µM (titrated, usually from 56.7 µM), hits mostly cytotoxic | 400,000 tested, 0.49% active | AID 651635; also: potency is read from the fitted curve at half-maximal effect; nearly all actives have a fitted effect of over 40% in size
# Numbers without * were called inactive; i = inactive; ? = inconclusive; / = not tested or not shown; & = joins results of further samples; ! = repeats disagree; [ ] = another dose, or the depositor's remark. Unless noted, calls follow the shape of the dose curve; as a rule, active = well fitted curve in the direction sought with a large enough effect; inconclusive = small, poorly fitted or top-dose-only effect, or another doubt; inactive = no such curve, though single readings can be large; an effect the other way counts as inactive or inconclusive.
SMILES,HepG2 tox,IL1B secr inh,Nrf2 inh,Nrf2 activator,A549 tox,TGFb inhibitor,MCF10A rereplic,ATXN2 expr inh,S2 tox
CC12C=CC3(O1)C(C(=O)N(c1cccnc1)C3C(=O)NC1CCCCC1)C2C(=O)Nc1ccccc1 (stereo not given),-2.2%,18.2,2.9%,-0.1%,0.1%,0.0%,1.8%,4.1%,i
CSc1nc(O)c(C(c2cccc([N+](=O)[O-])c2)c2c(O)nc(SC)[nH]c2=O)c(=O)[nH]1,-8.0%,-3.5,-4.8%,0.9%,4.6%,-5.3%,6.6%,-1.0%[11.3 µM],i
O=C(COc1ccc(Br)cc1)NCCCn1ccnc1,1.0%,-12.5,10.6%,-1.0%,-0.4%,11.6%,-3.2%,/,?
COc1ccccc1-c1cc(-c2ccc(O)cc2)nc(N)c1C#N,-29.4%,-7.1,-0.7%,5.8%,8.9%,-14.5%,12.6%,3.6%,i
CC(C)(C)NC(=O)C(=O)NNC(=O)c1cccc(Br)c1,0.0%,36.5,8.1%,6.3%,-0.9%,12.0%,-40.4%[inhibitor],31.5%,i
Cc1ccc(NC2CCCN(C(=O)CCc3cn[nH]c3)C2)cc1C (stereo not given),-0.5%,-6.1,-11.9%,0.1%,1.8%,4.8%,-46.0%[inhibitor],-9.0%,i
O=C(C[C@@H]1C/C=C\C[C@@H](NC(=O)OCC2c3ccccc3-c3ccccc32)C(=O)OCCNC1=O)N[C@@H](CO)Cc1ccccc1,2.3%,23.7,3.8%,5.2%,-7.5%,-2.9%,2.9%,-0.8%,?
O=C(CN(CC1CCCO1)C(=O)CNS(=O)(=O)c1ccccc1)NCc1ccccc1 (stereo not given),13.7%,0.0,/,3.0%,-6.0%,1.6%,2.3%,-0.2%,i
O=S(=O)(c1cccc(-c2nnc(SCc3nc4ccccc4s3)o2)c1)N1CCOCC1,-0.5%,-18.5,?,14.1µM*,6.7%,-9.0%,14.6%,40.3%[activator],i
C=CC[C@H](CC(=O)NCCO)C(=O)NCCOC(=O)[C@@H](CC=C)Cc1ccc(F)cc1,0.5%,-3.3,0.8%,-0.9%,1.3%,6.9%,12.7%,-2.9%,i
Cn1c(=O)[nH]c(=O)c2c1nc(N1CCN(Cc3ccccc3)CC1)n2CCCc1ccccc1,-20.2%,1.5,3.6%,0.1%,0.3%[1.84 µM],-13.0%,-1.6%,1.5%,i
COc1ccc(C)cc1S(=O)(=O)Nc1ccc(F)c(Cl)c1,-2.7%,51.2,-9.3%,-0.6%,-1.6%,-21.0%,14.9%,3.2%,i
O=C(CC(CC(=O)c1ccc(Br)cc1)c1cccnc1)c1ccc(Br)cc1,-31.7%,9.5,-10.2%,-0.9%,2.8%,8.9%,?,-18.9%,i
O=C(Nc1ccc2c(c1)OCCO2)c1cc(-c2ccccc2)nc2ccccc12,-39.2%,-19.2,-27.2%,-0.6%,-18.9%,3.8%,18.5%,-20.9%,i
O=C(CNC(=O)[C@@H]1Cc2ccccc2CN1)NCc1ccco1,5.7%,-5.9,0.6%,-1.3%,0.1%,-5.4%,-2.4%,/,i
COc1ccc(Cl)cc1/C=C(\C#N)C(N)=O,-17.6%,-7.1,-0.8%,6.4%,0.2%,4.1%,24.1%,-29.8%,i
Cc1ccc(S(=O)(=O)N2CCN(C(=O)COC(=O)COc3ccc(Br)cc3)CC2)c(C)c1,-5.1%,-13.8,4.5%,-0.3%,4.2%,-3.8%,-2.8%,-4.0%,i
COc1cccc(-n2c(COc3ccc(C)cc3)nnc2SCC(=O)O)c1,-0.3%,35.3,15.0%,-0.6%,-1.6%,-8.4%,13.8%,1.4%,i
CCOC(=O)C1=C(C)NC(C)=C(C(=O)OCC)C1C(=O)OCC(=O)N1CCC(C)CC1,-14.9%&-0.2%,-4.7&-12.9,-8.8%&9.5%,0.3%&0.3%,-7.8%&-10.1%,18.8%&22.4%,1.0%&-0.8%,12.8%&3.3%,i
Nc1nc(SCC(=O)N2CCCc3ccccc32)n(-c2ccccc2)n1,-38.1%,-15.9,-6.1%,0.1%,2.7%,0.8%,-1.6%,0.3%,i
O=c1[nH]nc(-c2ccccc2)c2ccccc12,-10.6%,13.9,-5.2%,0.2%,-3.1%,-20.8%,4.3%,14.1%,i
O=C(Nc1ccc2c(c1)Cc1ccccc1-2)c1cc2ccccc2o1,-9.8%,19.5,-11.7%,1.9%,-3.6%,-8.1%,1.5%,-11.0%,i
Cn1cnc(NCc2ccccc2)c1[N+](=O)[O-],-19.6%,-21.1,-2.5%,0.3%,-27.4%,-5.3%,-3.8%,/,i
O=C(O)c1cccc(C(=O)Nc2cccc(NC(=O)C3CCCO3)c2)c1 (stereo not given),0.4%,-2.6,13.8%,-0.8%,12.0%,9.0%,?,?,i
COc1ccc(C2=NCCn3nc4cc(C(F)(F)F)ccc4c32)cc1,-8.2%,-5.4,8.6%,6.6%,-1.1%,-12.0%,-0.7%,14.3%,i

# Other entries.
SMILES,HepG2 tox,IL1B secr inh,Nrf2 inh,Nrf2 activator,A549 tox,TGFb inhibitor,MCF10A rereplic,ATXN2 expr inh,S2 tox
O=C(Nc1nnc(-c2ccc(F)cc2)s1)c1c(F)cccc1Cl,-8.9%,-26.6,12.7%,-0.6%,0.3%,-3.6%,0.7%,-20.9%,?
Cc1cccc(S(=O)(=O)CC(=O)Nc2nc(-c3ccccc3)cs2)c1,4.2%,-1.0,/,2.5%,8.1%,?,?,-0.2%,i
COc1ccc([C@H]2CC(=O)C=C(c3ccc(Cl)c(Cl)c3)C2)cc1,-11.9%,?,?,0.2%,-18.1%,-9.7%,15.0%,11.2%,i
Cc1ccc2[nH]c(=O)c(CN(Cc3cccnc3)Cc3nnnn3CC3CCCO3)cc2c1 (stereo not given),1.3%,-16.7,8.2%,0.5%,-10.1%,7.1%,7.4%,10.7%,i
CCOC(=O)CCc1c(C)c2cc3c(c(C)c2oc1=O)OCN(CCc1ccccc1OC)C3,-27.1%,/,12.2%,4.3%,?,-3.7%,/,-36.8%,/
O=S(=O)(c1cccc(-c2nc3ccccc3s2)c1)N1CCOCC1,-18.5%,-10.1,?,0.1%,-16.5%,26.7%,19.0%,2.2%,i
CCOc1ccc(N2CC(C(=O)Nc3ncccc3C)CC2=O)cc1 (stereo not given),16.3%,7.8,7.3%,-0.7%,1.7%,5.5%,-0.9%,-0.8%,?
COCc1cc(C)n(CC(=O)Nc2ccc3c(c2)OCO3)c(=O)c1C#N,2.0%,13.7,-7.5%,0.7%,-3.4%,4.5%,?,6.7%,i
O=C(NC(=S)NCCc1ccccc1)c1ccccc1,-9.6%,-17.9,/,3.6%,6.9%,2.1%,0.2%,62.5%[activator],i
CCCCCCCCCCNC(=O)CCn1[nH]c(=O)c2ccccc2c1=O,-17.7%,11.2,3.1%,-0.4%,12.0%,-1.2%,3.3%,-2.1%,i
COc1ccc(NC(=O)CN(C)C(=O)c2cc(-c3ccc(OC)cc3)nc3ccccc23)cc1,-22.2%,?,-6.5%,2.5%,-2.4%,-5.4%,?,-9.7%,i
CCN(CC)CCCNc1nc2ccccc2c2nc(-c3ccncc3)nn12,-12.6%,-102.3*,-18.0%,9.4%,?,-0.2%,?,?,?
N/C(=N\OC(=O)CCCOc1ccccc1)c1cccc(Br)c1,-22.7%,-7.1,3.8%,0.1%,0.6%,-24.3%,0.4%,4.9%,/
CC(=NNC(=S)N1CCC1)c1ccccn1,-28.3%,0.0,0.13µM*,?,?,?,?,0.0343µM*!,?
COc1ccc(-c2ccc(-c3nnc(-c4cc(OC)ccc4OC)o3)cc2)cc1,-0.5%,-12.8,?,-0.5%,/,?,5.6%,-8.9%,i
CC(C)N(C(=O)CSc1nnc(NC(=O)C2CCC2)s1)C(C)C,-65.8%,-10.7,-9.5%,2.2%,1.6%,6.8%,13.8%,-1.6%,i
CCc1ccc(NC(=O)Cc2c(C(=O)O)n(C)c3ccccc23)cc1,0.5%,42.7,?,-0.4%,-5.9%,5.9%,-6.5%,-3.5%,i
O=C(Nc1ncccc1O)c1ccc(S(=O)(=O)Nc2ccccc2)cc1,-19.3%,29.7,-20.8%,11.2µM*,0.5%,-5.9%,18.8%,79.8%[activator],i
O=C(/C(=C(\[O-])c1ccccc1)[n+]1ccc2ccccc2c1)c1ccc(Cl)cc1,4.3%,24.9,7.4%,8.4%,-9.3%,24.0%,7.7%,-9.2%,i
O=C(Nc1ccccc1-c1nc2ccccc2s1)C1=COCCO1,-27.0%,-1.3,5.1%,0.4%,0.0%,-2.9%,25.3%,-12.0%,i
CC(C)c1ccccc1NC(=O)COC(=O)c1c2c(nc3ccccc13)CCN(Cc1ccccc1)C2,-23.7%,-16.9,?,-2.5%,-17.9%,?,?,/,?
CC(C)(C)c1ccc(/C=C/C(=O)NC2CCS(=O)(=O)C2)cc1 (stereo not given),-4.8%,-11.7,2.8%,0.1%,11.0%,0.9%,0.92µM*,0.0%,i
Cc1c(NC(=O)COC(=O)c2cc3c4ccccc4n(C)c3s2)c(=O)n(-c2ccccc2)n1C,-5.9%,-55.0*,-3.3%,4.4%,-6.0%,15.5%,1.8%,-15.1%,i
CC(C)Cc1nnc(NC(=O)C2=COCCO2)s1,4.2%,9.0,?,0.4%,0.3%,7.6%,2.1%,-7.6%,i

# Full records from above. Screens in order: HepG2 tox | IL1B secr inh | Nrf2 inh | Nrf2 activator | A549 tox | TGFb inhibitor | MCF10A rereplic | ATXN2 expr inh | S2 tox
# Record of Cn1cnc(NCc2ccccc2)c1[N+](=O)[O-] : -19.6% | -21.1 | -2.5% | 0.3% | -27.4% | -5.3% | -3.8% | / | i
# Record of Cc1ccc(NC2CCCN(C(=O)CCc3cn[nH]c3)C2)cc1C (stereo not given) : -0.5% | -6.1 | -11.9% | 0.1% | 1.8% | 4.8% | -46.0%[inhibitor] | -9.0% | i
